Gli-Sufu block = Gli-Sufu pathway antagonists, primary screen, luciferase luminescence, Sufu-KO-LIGHT cells, uHTS. Sufu-KO-LIGHT fibroblasts, Gli luciferase reporter luminescence. AID 588413, 2011. 0.74% of 340,000 active. inhibition, % at 5 µM;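 active means inhibition above about 55%, limit read from the data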;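 further: 0% = DMSO-treated cells and 100% = wells with medium but no cells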
Jurkat NFkB inh = inhibitors of induced NF-kB luciferase reporter, primary screen, TCR NF-kB activation inhibitor project, cell-based, luminescence, uHTS; Jurkat, PMA/ionomycin-induced NF-kB luciferase reporter; inhibition, % at 4 µM; 0.53% of 330,000 active; AID 435003, 2010
EBI2 antag = EBI2 receptor antagonists, beta-arrestin recruitment, primary screen, cell-based, luminescence, 7a,25-OHC stimulation, uHTS; G-protein coupled receptor 183 (Homo sapiens), P32249; 7a,25-OHC stimulated; inhibition, % at 5 µM; 0.81% of 360,000 active; in the data active means inhibition above about 38%;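 further: enzyme fragment complementation signal reports receptor beta-arrestin coupling in cells; 0% = agonist plus DMSO wells and 100% = wells without agonist; some results beyond the cut were filed as inactive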
Target sequence (P32249 whole entry, looked up, the tested form may be a part): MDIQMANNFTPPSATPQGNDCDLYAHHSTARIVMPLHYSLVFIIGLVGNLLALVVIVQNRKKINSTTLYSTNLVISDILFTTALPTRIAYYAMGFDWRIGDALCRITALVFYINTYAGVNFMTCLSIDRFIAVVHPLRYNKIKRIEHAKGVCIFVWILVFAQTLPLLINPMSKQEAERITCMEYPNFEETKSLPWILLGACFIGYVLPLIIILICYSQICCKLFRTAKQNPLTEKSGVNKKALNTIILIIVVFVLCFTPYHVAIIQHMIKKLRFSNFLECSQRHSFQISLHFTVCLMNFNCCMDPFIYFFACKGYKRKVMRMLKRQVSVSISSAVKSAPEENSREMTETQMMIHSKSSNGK
697 NFkB inh = inhibitors of PMA/ionomycin-induced NF-kB reporter, 697 cells, primary screen, B-cell NF-kB inhibitor project, cell-based, luminescence, uHTS; 697 B-cell NF-kB luciferase reporter, 16 h; inhibition, % at 4 µM; 0.33% of 330,000 active; AID 435022, 2010; in the data active means inhibition above about 35%
CCR6 antagonist = CCR6 receptor antagonists, primary screen, cell-based, CHO-K1, luminescence, beta-arrestin, uHTS | CHO-K1 CCR6 PathHunter beta-arrestin, CCL20-stimulated | C-C chemokine receptor type 6 (Homo sapiens), P51684 | AID 493098, 2011 | 0.49% of 340,000 active | inhibition, % at 20 µM;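 active means compounds whose inhibition of the agonist-driven luminescence signal at 20 µM reaches about 50%, limit read from the data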;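 further: cells stimulated with CCL20 at 14 nM final; plate controls were DMSO with CCL20 for no effect and DMSO without agonist for full effect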
Target sequence (P51684 whole entry, looked up): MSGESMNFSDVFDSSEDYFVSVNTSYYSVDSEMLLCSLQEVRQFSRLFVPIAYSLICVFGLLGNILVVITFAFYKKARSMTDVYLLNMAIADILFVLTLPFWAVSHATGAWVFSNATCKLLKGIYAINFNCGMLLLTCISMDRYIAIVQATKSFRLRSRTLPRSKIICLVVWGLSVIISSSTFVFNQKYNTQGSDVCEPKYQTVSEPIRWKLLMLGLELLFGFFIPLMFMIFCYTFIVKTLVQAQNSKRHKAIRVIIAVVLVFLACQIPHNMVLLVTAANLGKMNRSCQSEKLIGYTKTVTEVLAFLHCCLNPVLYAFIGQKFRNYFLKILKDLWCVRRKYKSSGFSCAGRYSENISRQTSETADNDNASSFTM
Apaf1 inhib = inhibitors of human Apaf-1 apoptosome, primary screen, biochemical, DEVD-Rh110 fluorescence, uHTS | reconstituted apoptosome caspase-3 activity | inhibition, % at 20 µM | 0.71% of 330,000 active | AID 489030, 2010; active means inhibition of at least 40% at 20 µM;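 further: plate controls were DMSO wells for no effect and DEVD-CHO caspase inhibitor wells for full effect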
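Material: cell-free apoptosome with Apaf-1, procaspase-3 and caspase-9; Buffer or medium: Hepes pH 7.5 with detergent and BSA; Reagent: cytochrome c trigger plus (Z-DEVD)2-Rh110 caspase-3 substrate; Times: compound with Apaf-1, dATP, procaspase-3 30 min, then 50 min reaction, room temperature; Technique: Rh110 fluorescence intensity.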
SENP8 inh = SENP8 protease inhibitors, primary screen, biochemical, luminescence; Sentrin-specific protease 8 (Homo sapiens), Q96LD8; purified SENP8, Z-RLRGG-aminoluciferin cleavage; inhibition, % at 10 µM; 1.2% of 330,000 active; AID 2540, 2010
Target sequence (Q96LD8 whole entry, looked up): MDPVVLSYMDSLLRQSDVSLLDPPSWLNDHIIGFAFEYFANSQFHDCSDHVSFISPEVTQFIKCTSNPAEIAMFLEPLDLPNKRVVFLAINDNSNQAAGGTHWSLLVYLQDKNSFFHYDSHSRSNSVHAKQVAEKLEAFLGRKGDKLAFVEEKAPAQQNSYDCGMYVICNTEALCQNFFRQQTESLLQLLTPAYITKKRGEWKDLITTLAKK
UBC13 polyUb = UBC13 polyubiquitin chain formation inhibitors, primary screen, biochemical, TR-FRET, uHTS. Ubiquitin-conjugating enzyme E2 N (Homo sapiens), P61088. inhibition, % at 20 µM. 0.47% of 330,000 active; in the data active means inhibition above about 45%, passing the limit was not always enough
Target sequence (P61088 whole entry, looked up): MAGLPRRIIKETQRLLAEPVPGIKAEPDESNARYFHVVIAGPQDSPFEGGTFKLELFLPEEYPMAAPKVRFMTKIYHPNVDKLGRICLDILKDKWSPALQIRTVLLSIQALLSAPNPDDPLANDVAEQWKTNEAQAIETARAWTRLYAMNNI
An asterisk follows results filed as active; & = joins results of further samples. Unless noted, no stated cut-off is given here; in the data, active means inhibition above about 50%; inactive means the rest. Some of the compounds tested; the hit share may differ from the screen's.

SMILES	Gli-Sufu block	Jurkat NFkB inh	EBI2 antag	697 NFkB inh	CCR6 antagonist	Apaf1 inhib	SENP8 inh	UBC13 polyUb
Cc1ccc(-n2c3c(c(=O)[nH]c2=O)C(NS(=O)(=O)c2ccc(C)cc2)(C(F)(F)F)C(=O)N3)cc1 (stereo not drawn)	1	2	-10	12	-2	-8	-5	10
CC1CCN(CCCNC(=O)CN2C(=O)CSc3ccc(S(=O)(=O)N4CCCCC4)cc32)CC1	12	8	-4	-9	16	-2	2	7
CC(C)CCNc1ncnc2c1nnn2Cc1ccccc1Cl	-15	7	1	-3	4	-3	0	1
O=C(Nc1nnc(C2CC2)s1)c1cccc(S(=O)(=O)N2CC(c3ccccc3)CC2=O)c1 (stereo not drawn)	-4	2	-2	7	8	22	1	-2
CCc1ccc2nc(N(CCN(C)C)C(=O)c3ccc4ncsc4c3)sc2c1	-33	-42	15	-92	11	21	5	-5
COC(=O)CSC1=C(C#N)C(c2ccc(C)o2)CC(=O)N1 (stereo not drawn)	-3	26	5	-16	2	-3	4	3
Cc1ccc(Nc2nc(N)nc(CSc3nncn3C)n2)cc1	-53	-40	4	-13	18	-2	0	7
CN(C)c1ccnc2sc(C(N)=O)c(N)c12	-10	23	-1	-9	7	2	-5	-10
CCOc1cc(-c2sc(Nc3ccccc3)n[n+]2-c2ccc(F)cc2)ccc1OC	1	-8	-6	9	9	8	-5	1
COc1ccc(Cc2c(O)nc(SCC(=O)NC34CC5CC(CC(C5)C3)C4)[nH]c2=O)cc1	4&1	7&0	7&2	17&12	10&-11	-6&2	-9&-3	-3&5
Cn1cccc1C(C#N)c1ncc(C(F)(F)F)cc1Cl (stereo not drawn)	22	14	2	13	14	-3	2	1
CC(C)(C)C(=O)N1CCC[C@@]1(CO)C(=O)O	8	-2	-11	-18	11	6	-7	0
Cc1nnc(NC(=O)Oc2ccccc2)s1	1	-3	-6	6	5	-16	4	4
CC1=CSC2=NC(=O)/C(=C\c3cccn3-c3ccc([N+](=O)[O-])cc3)C(=N)N12	8	5	-2	-4	24	7	-3	-15
Cc1ccc(C)c(NC(=O)CCC(=O)N/N=C/c2ccc[nH]2)c1	0	11	3	5	15	-20	9	2

Three compounds out of the list above, sorted by their value in EBI2 antag, lowest first.
SMILES	Jurkat NFkB inh	EBI2 antag	697 NFkB inh	CCR6 antagonist	UBC13 polyUb
CC(C)(C)C(=O)N1CCC[C@@]1(CO)C(=O)O	-2	-11	-18	11	0
CN(C)c1ccnc2sc(C(N)=O)c(N)c12	23	-1	-9	7	-10
CC(C)CCNc1ncnc2c1nnn2Cc1ccccc1Cl	7	1	-3	4	1

Other structures:
SMILES	Gli-Sufu block	Jurkat NFkB inh	EBI2 antag	697 NFkB inh	CCR6 antagonist	Apaf1 inhib	SENP8 inh	UBC13 polyUb
CCN1CNC(=S)N(Cc2ccccc2)C1	-3	-6	-12	4	-3	-6	-13	-4
CCN(c1ccccc1)S(=O)(=O)c1cc(C(=O)NCC(c2ccco2)N2CCCCC2)ccc1C (stereo not drawn)	14	-6	11	-22	2	22	-4	4
O=C(NCCNc1ccc([N+](=O)[O-])cc1)c1ccccc1F	-3	-13	10	-9	1	7	-7	-12
COc1ccccc1-c1nc(C(=O)NCC2CCCO2)cc2c1[nH]c1ccccc12 (stereo not drawn)	8	-6	3	22	13	-1	4	1
C=CCOc1ccc(CN(C)CC(O)COc2ccc(CCC(C)=O)cc2)cc1 (stereo not drawn)	1	18	8	-1	6	2	-6	6
CCCCn1c(N)c(N(CC(C)C)C(=O)C2CC(=O)N(Cc3ccco3)C2)c(=O)[nH]c1=O (stereo not drawn)	-8	4	-9	-1	-2	-4	0	3
COc1ccccc1NS(=O)(=O)c1ccc(C)c(C(=O)Nc2cc(C)on2)c1	1	0	9	-8	7	10	0	-4
O=C(Cc1cccs1)NNC(=S)NC(=O)c1ccccc1	-5	6	-5	6	19	-9	-7	-19
Cc1onc(-c2c(F)cccc2Cl)c1C(=O)OCC(=O)NC(c1ccccc1)c1ccccc1	3	0	23	6	12	1	-3	6
CN1CCN(S(=O)(=O)c2ccc(NC(=O)c3ccc(Br)o3)cc2)CC1	-3	1	-12	2	15	-13	4	1
Brc1ccc2nc(-c3cccs3)c(NCC3CCCO3)n2c1 (stereo not drawn)	-26	-60	-15	-60	11	3	13	-4
CCn1ncc(/C=N\NC(=O)COc2cc(C)cc(C)c2)c1C	-1	24	7	1	0	6	-2	19
Cc1c(C(=O)O)cc(C(C)(C)C)n1CCSCCO	-5	-4	-1	17	0	-17	0	0
CCCn1c(-c2cccs2)nc2c1c(=O)[nH]c(=O)n2Cc1ccccc1	12	-2	-1	1	10	24	-6	7
O=C1CC2(CCCCC2)Oc2ccc(F)cc21	-5	12	-5	9	21	9	4	8
COc1cccc2cc(C(=O)N3C(C)CCCC3C)c(=O)oc12 (stereo not drawn)	-9	2	3	2	-28	0	2	6
Cc1ccc2nsnc2c1NC(=O)c1ccccc1[N+](=O)[O-]	4	11	1	-11	2	-8	3	-1
COc1ccc(OC)c(NC(=O)CSc2nc(N)c(-c3ccccc3)c(=O)[nH]2)c1	-2	-3	0	21	8	3	-7	-3
O=C1NCCCC2c3c(cc(Br)c(O)c3Br)OC12N1CCCCC1 (stereo not drawn)	0	8	-6	15	8	6	0	1
CC(=O)N(c1ccc(C)cc1)c1nc(C)cc(C)c1C#N	-2	13	-9	1	2	-1	0	4
CC1(C)SC(=S)N(Cc2ccc3c(c2)OCO3)C1N(O)C(=O)NC1CCCCC1 (stereo not drawn)	6	2	29	6	18	13	-6	-6
Nc1ccc(Cl)cc1/C(=N/O)c1ccccc1	8	9	3	-15	-5	7	2	8
COC(=O)C1=C(C)NC(=S)NC1c1ccc(-c2ccccc2C(=O)OC)o1 (stereo not drawn)	4	-3	3	14	8	6	-5	8
COc1ccc(C(=O)Nc2ccnn2C2CCN(C(=O)c3cc(C)on3)CC2)cc1	-7	-13	-9	-25	-3	2	-4	-1
Cc1cc(C)nc(NCCCc2ccccc2)n1	3	0	-1	-49	3	-10	-7	4
COc1ccc(Oc2nc(C)cc(C)c2S(=O)(=O)c2ccc(C)cc2)cc1	19	-13	5	8	18	13	-8	-1
O=C(NN1CCOCC1)c1cc(-c2ccc(Br)cc2)nc2ccccc12	8	4	-1	22	1	4	-2	3
Cc1noc(C)c1CCC(=O)N1CCCC(CO)(Cc2ccccc2)C1 (stereo not drawn)	23	-54	6	-75	9	-1	-13	-7
COc1cc(C)c(Cl)cc1S(=O)(=O)n1cnc(C)c1	2	-9	-16	14	-1	4	-5	4
O=C(NCCCN1CCN(Cc2ccccc2)CC1)C1CCN(c2nnc(-n3cccc3)s2)CC1	2	37	31	-20	1	18	0	33
COc1ccc(NC(=O)c2ccc(NC(=O)C(C)C)cc2)c([N+](=O)[O-])c1	2	-24	-9	-24	13	-23	-5	-22
CCCC[C@@H]1CNC(=O)C(=O)N1CC(C)(C)C	-7	0	6	7	-8	-4	5	1
NC(=O)c1ccc(NC(=O)CN2C(=O)NC3(CCCCCCC3)C2=O)cc1	-14	8	-7	14	0	-3	4	4
CC(C)CCNC(=O)c1ccc2c(c1)N(C)C(=O)c1ccccc1S2	25	-9	0	-2	12	16	-11	-3
COc1ccccc1C(=O)NNC(=O)c1cccc(O)c1	-46	-26	-8	-47	6	3	0	-4
Cc1onc(-c2ccccc2Cl)c1C(=O)OCC(=O)N1CCN(c2ccccc2)CC1	8	-3	8	7	6	38	7	18
Cc1cccc(NCc2cc(Cl)ccc2O)n1	-3	-9	1	-4	-1	0	-5	24
CCCCN(C(=O)COc1ccc(NC(C)=O)cc1)C1CCS(=O)(=O)C1 (stereo not drawn)	-2	7	2	12	2	-4	0	0
CCN(CC(=O)NCc1cccs1)S(=O)(=O)c1ccc([N+](=O)[O-])cc1	-4	0	6	32	-12	-9	2	-1
CCOC(=O)c1ccc(NC(=O)Cn2c(-c3nonc3N)nc3ccccc32)cc1	7	-1	6	4	5	2	0	-14
Cc1ccc(/C=[N+](\[O-])c2ccccc2C)o1	2	-1	2	-12	-5	1	3	-9
CCOC(=O)c1oc2cc(O)cc(C)c2c(=O)c1-c1cscn1	-1	9	4	5	28	0	2	0
O=C(N/N=C/c1cccnc1)c1ccc(F)cc1	1	-15	9	0	1	-6	4	6
Cc1cc(N2CCN(C)CC2)nc2ccc(NC(=O)CCC(=O)NCc3ccco3)cc12	5	-1	-10	-4	11	7	1	-5
CN(C)S(=O)(=O)c1ccc(N2CCCC2)c(C(=O)Nc2cccc(F)c2)c1	-5	-25	0	-22	6	12	-8	-4

4 entries from above, in markdown.
| mol | Gli-Sufu block | Jurkat NFkB inh | EBI2 antag | 697 NFkB inh | CCR6 antagonist | Apaf1 inhib | SENP8 inh | UBC13 polyUb |
| --- | --- | --- | --- | --- | --- | --- | --- | --- |
| NC(=O)c1ccc(NC(=O)CN2C(=O)NC3(CCCCCCC3)C2=O)cc1 | -14 | 8 | -7 | 14 | 0 | -3 | 4 | 4 |
| CC(C)CCNC(=O)c1ccc2c(c1)N(C)C(=O)c1ccccc1S2 | 25 | -9 | 0 | -2 | 12 | 16 | -11 | -3 |
| COc1ccccc1C(=O)NNC(=O)c1cccc(O)c1 | -46 | -26 | -8 | -47 | 6 | 3 | 0 | -4 |
| Cc1onc(-c2ccccc2Cl)c1C(=O)OCC(=O)N1CCN(c2ccccc2)CC1 | 8 | -3 | 8 | 7 | 6 | 38 | 7 | 18 |

The listing continues:
SMILES	Gli-Sufu block	Jurkat NFkB inh	EBI2 antag	697 NFkB inh	CCR6 antagonist	Apaf1 inhib	SENP8 inh	UBC13 polyUb
CCn1cc(C2=NOC(C(=O)Nc3ccccc3C(=O)OC)C2)c(C)n1 (stereo not drawn)	-25	18	2	14	-4	-11	6	6
O=C1CCCC(=NCc2ccco2)C1	0	-4	-2	-7	0	-2	-6	0
CCOC(=O)N1CCN(C(=O)CSc2nnc(Cc3cccn3C)n2CCc2ccccc2)CC1	-1	3	-1	18	7	-8	0	7
CCCNC(=O)CN1C(=O)c2ccccc2Sc2ncccc21	15	8	-19	12	1	-4	6	0
CN(C)c1ccc(C2Nc3ccccc3C(=O)N2CCCN2CCOCC2)cc1 (stereo not drawn)	3	-8	2	-18	-4	-2	2	-22
O=C(CCCCCNC(=O)N1CCn2c1nc1ccccc12)NCc1ccc(F)cc1	-8	23	2	10	7	0	5	2
COC(=O)c1c(C(=O)OC)c(-c2cccc(F)c2)n2c1CS(=O)C2 (stereo not drawn)	8	-13	-6	3	6	2	-7	-4
COc1ccc(CNC(=O)CS(=O)CC(=O)O)cc1OC (stereo not drawn)	-10	-1	-4	3	5	-7	-2	-7
C#CCOCCOCCOCCNc1nc(N2CCN(C(=O)[C@H]([C@@H](C)CC)n3cc(CCCN=C(N)N)nn3)CC2)nc(N2CCN(C(=O)[C@H](CCCCN)n3cc(CCC(=O)O)nn3)CC2)n1	-16	-18	9	-16	-4	13	2	9
CC(C)(C)NS(=O)(=O)c1ccc(NC(=O)C2CC(=O)N(CCc3ccc(F)cc3)C2)cc1 (stereo not drawn)	-5	-7	-3	-17	8	10	-4	-7
Cc1c(NC(=O)c2ccc(-c3ccc([N+](=O)[O-])cc3Cl)o2)c(=O)n(-c2ccccc2)n1C	3	9	-8	16	4	10	1	-10
Cc1ccc(NC(=O)COC(=O)c2ccn(C)n2)cc1	12	12	-11	29	-26	-2	-3	4
COc1cccc(-c2ccc(NC(=O)C3CCCN(Cc4cnn(C)c4)C3)cc2)c1 (stereo not drawn)	19	11	-5	-46	6	20	5	7
COC(=O)COc1ccc(Oc2nc(SC)nc(N(C)C)n2)nn1	13	15	2	15	6	-3	-1	4
CCOC(=O)CN1C(=O)S/C(=C/c2ccc(OC)c([N+](=O)[O-])c2)C1=O	5	12	2	-4	15	5	-5	-1
COC(=O)Cc1cc(=O)n2[nH]c(C(F)(F)F)nc2n1	-5	-4	3	-10	7	-4	-4	1
